Tb MetRS inh = blocks T. brucei methionyl-tRNA synthetase activity | purified T. brucei MetRS, ATP depletion, Kinase-Glo luminescence | actives 0.4% (n = 360,000) | AID 624268 | inhibition, % at 11.9 µM;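 active = inhibition above a per-plate cutoff of the control wells' mean inhibition plus 3 SD, cut at about 5.5% in these data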;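 note: 0% = DMSO wells median and 100% = median of wells with control inhibitor compound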
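Measured by: Kinase-Glo luciferase luminescence reporting remaining unconsumed ATP. Material: purified T. brucei MetRS enzyme. Doses: 11.9 µM compound single dose, 0.9% DMSO. Medium: HEPES buffer containing pyrophosphatase, BSA, spermine, DTT. Times: 15 min preincubation, 2 h reaction, all 25 °C. Reagent: methionine, ATP and bulk E. coli tRNA.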
FAS-TE inh = FAS thioesterase (human) inhibition; recombinant FAS-TE, OMFH fluorogenic substrate, fluorescence endpoint; actives 0.67% (n = 360,000); P49327; inhibition, % at 15 µM;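 active = compounds whose normalised, plate-corrected inhibition of enzyme fluorescence in the single-dose primary screen is 50% or more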;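 note: 0% = DMSO with enzyme and 100% = substrate without enzyme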
Target sequence (P49327 whole entry, looked up): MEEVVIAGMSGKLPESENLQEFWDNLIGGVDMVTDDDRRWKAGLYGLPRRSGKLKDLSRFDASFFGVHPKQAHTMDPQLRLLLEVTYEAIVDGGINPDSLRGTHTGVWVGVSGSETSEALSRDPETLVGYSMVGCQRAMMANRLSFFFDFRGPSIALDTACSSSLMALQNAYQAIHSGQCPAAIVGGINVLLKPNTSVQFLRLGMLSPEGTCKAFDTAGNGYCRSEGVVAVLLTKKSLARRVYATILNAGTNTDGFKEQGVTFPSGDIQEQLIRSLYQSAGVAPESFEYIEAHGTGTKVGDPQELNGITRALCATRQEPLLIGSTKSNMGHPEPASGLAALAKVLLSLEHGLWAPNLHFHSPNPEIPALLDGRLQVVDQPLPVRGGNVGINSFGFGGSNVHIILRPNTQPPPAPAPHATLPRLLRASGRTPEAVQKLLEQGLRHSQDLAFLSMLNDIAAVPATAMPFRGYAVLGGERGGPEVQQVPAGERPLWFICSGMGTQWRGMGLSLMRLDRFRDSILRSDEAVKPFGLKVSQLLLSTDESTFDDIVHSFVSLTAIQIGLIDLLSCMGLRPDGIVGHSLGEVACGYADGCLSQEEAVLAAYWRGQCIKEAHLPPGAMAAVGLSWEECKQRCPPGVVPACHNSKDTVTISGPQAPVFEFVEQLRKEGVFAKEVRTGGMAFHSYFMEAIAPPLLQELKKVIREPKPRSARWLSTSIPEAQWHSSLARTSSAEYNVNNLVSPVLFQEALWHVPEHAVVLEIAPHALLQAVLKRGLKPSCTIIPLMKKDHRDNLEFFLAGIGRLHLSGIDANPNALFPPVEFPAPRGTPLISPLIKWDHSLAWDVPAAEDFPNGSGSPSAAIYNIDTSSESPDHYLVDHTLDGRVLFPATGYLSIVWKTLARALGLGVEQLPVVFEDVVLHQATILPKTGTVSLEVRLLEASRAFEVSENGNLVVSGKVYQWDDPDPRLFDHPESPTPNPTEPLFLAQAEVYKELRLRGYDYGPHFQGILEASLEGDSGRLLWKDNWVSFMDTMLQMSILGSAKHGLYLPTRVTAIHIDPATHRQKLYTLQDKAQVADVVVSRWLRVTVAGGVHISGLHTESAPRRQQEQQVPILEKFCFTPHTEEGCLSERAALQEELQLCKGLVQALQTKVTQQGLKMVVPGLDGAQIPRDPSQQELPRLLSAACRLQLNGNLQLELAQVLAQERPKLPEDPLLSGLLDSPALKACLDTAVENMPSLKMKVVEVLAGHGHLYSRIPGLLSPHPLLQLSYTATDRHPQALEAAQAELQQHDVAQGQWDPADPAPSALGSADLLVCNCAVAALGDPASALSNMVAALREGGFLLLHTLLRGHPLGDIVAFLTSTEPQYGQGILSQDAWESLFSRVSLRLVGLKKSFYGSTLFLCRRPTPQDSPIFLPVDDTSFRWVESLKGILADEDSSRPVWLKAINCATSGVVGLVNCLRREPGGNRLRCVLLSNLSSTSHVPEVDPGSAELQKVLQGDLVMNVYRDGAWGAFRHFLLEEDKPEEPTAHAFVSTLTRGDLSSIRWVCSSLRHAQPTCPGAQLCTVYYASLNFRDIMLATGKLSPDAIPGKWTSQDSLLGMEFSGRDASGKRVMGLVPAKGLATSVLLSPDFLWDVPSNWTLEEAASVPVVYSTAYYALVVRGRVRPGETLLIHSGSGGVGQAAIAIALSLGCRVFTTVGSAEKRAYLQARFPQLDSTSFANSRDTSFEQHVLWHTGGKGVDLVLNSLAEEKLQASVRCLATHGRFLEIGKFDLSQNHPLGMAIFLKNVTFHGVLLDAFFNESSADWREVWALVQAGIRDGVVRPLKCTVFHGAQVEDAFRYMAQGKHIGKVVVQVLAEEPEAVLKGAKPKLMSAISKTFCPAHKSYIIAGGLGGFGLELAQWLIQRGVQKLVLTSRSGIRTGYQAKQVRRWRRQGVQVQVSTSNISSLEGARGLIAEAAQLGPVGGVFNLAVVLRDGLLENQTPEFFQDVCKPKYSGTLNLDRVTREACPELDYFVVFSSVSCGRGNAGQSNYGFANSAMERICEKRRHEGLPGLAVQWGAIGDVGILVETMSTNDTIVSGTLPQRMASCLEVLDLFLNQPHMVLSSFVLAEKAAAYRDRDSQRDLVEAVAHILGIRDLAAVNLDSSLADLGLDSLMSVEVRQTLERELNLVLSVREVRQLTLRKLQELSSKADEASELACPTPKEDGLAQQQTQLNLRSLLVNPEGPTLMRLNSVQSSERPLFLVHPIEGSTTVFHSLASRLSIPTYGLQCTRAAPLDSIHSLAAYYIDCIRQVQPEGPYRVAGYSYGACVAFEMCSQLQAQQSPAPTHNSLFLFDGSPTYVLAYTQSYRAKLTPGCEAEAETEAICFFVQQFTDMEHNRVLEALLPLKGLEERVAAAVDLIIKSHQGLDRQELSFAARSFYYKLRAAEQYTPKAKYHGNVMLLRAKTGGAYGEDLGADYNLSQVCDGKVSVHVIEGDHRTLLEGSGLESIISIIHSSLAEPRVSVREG
PABP1 MLLE inh = inhibitors of microRNA-mediated deadenylation, human PABP1 MLLE binding | inhibition, % at 20 µM | actives 0.36% (n = 360,000) | P11940 | GST-MLLE / FITC-PAM2 fluorescence polarization; in the data active = inhibition above about 35%, passing the limit was not always enough;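 note: plate controls were DMSO wells with GST-MLLE for no effect and wells lacking GST-MLLE protein for full effect; some results filed as inactive read as strong as hits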
Rin1-Abl PPI inh = blocks binding of human Rin1 to Abl. actives 0.4% (n = 360,000). TR-FRET Rin1/Abl binding, biochemical. AID 588664. inhibition, % at 7.35 µM. P00519+Q13671; in the data active = inhibition above about 5%, passing the limit was not always enough
CSN deneddyl inh = CSN deneddylation inhibition; Q92905; Purified CSN, SCF-Nedd8-OG deneddylation, fluorescence polarization; inhibition, % at 12.5 µM; actives 0.38% (n = 360,000);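 active = pattern-corrected inhibition above about 35%, with an unprinted fluorescence ratio check between 0.5 and 1.5, limit read from the data, passing the limit was not always enough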;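 note: 0% = enzyme with substrate and 100% = substrate without enzyme; some results filed as inactive read as strong as hits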
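Detection – fluorescence polarization · System – HEK293T-derived human Csn5 enzyme · Controls – substrate-only high control, full reaction low control · Timing – 90 min, room temperature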
MsrA inh = bovine MsrA inhibition; actives 0.75% (n = 360,000); inhibition, % at 15.5 µM; purified bovine MsrA, absorbance read-out; in the data active = inhibition above about 4.5%;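 note: 0% = vehicle wells with enzyme and 100% = reference inhibitor wells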
bovine MsrA act = activators of bovine methionine sulfoxide reductase A | purified bovine MsrA, absorbance read-out | activation, % at 10.6 µM | actives 0.3% (n = 360,000); in the data active = activation above about 7.5%;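 note: 0% = vehicle and 100% = reference activator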
eLon inh = inhibitors of E. coli Lon protease; actives 0.42% (n = 360,000); inhibition, % at 7.94 µM; P0A9M0; purified E. coli Lon protease, fluorescence polarization; AID 602123; in the data active = inhibition above about 13%, passing the limit was not always enough;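 note: 0% = enzyme with probe and DMSO and 100% = no enzyme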
Neddylation inh = cullin neddylation inhibition; TR-FRET cullin neddylation, biochemical; AID 651699; calls only at 25 µM; actives 0.58% (n = 360,000); P61081+Q13564; in the data active = inhibition above about 36%
The depositor's hits bear a star; i = inactive.

Values in the order – Tb MetRS inh	FAS-TE inh	PABP1 MLLE inh	Rin1-Abl PPI inh	CSN deneddyl inh	MsrA inh	bovine MsrA act	eLon inh	Neddylation inh
[1] COCCn1c(=NC(=O)c2ccc3c(c2)OCCO3)sc2cc(S(N)(=O)=O)ccc21
    -1.1	-1	3	-52	17	6.2*	-15	0	i
[2] CC(C)c1ccc(NC(=O)C2Cc3c(-c4ccco4)ccnc3O2)cc1 (centres undefined)
    -0.3	32	-5	0	1	0.9	-3	-3	i
[3] O=C1CCC/C=C/C[C@@H](CC(=O)N(CCO)Cc2ccccc2)C(=O)NC[C@H](c2ccccc2)O1
    -0.5	-10	3	1	-3	-1.8	-3	-5	i
[4] CN1CCN(C(=S)NC(=O)/C=C/c2ccccc2)CC1
    0.2	-10	-11	0	6	0.2	-1	-4	i
[5] COc1ccc(CC(=O)NCC(=O)N=Nc2c(O)[nH]c3ccccc23)cc1
    -0.1	-9	3	-2	1	0.5	-2	7	i
[6] O=C(/C=C/c1cccc(F)c1)NCc1ccc2c(c1)OCO2
    -0.5	10	3	6	0	-0.7	-3	6	i
[7] CN(C)C(=O)c1cccc(-c2ccc3nncn3c2)c1
    -0.3	-11	-2	-5	-4	-0.9	-4	-2	i
[8] Cc1ccc(-c2nc3ccccc3o2)cc1NC(=S)NC(=O)c1cc2ccccc2o1
    0.2	-16	-36	-1	-5	0.9	-3	7	i
[9] CCN(c1cccc(C)c1)S(=O)(=O)c1ccc2c3c(cccc13)C(=O)N2
    -1.3	15	1	-3	2	-1.0	-15	-16	i
[10] CNC(=O)c1ccc(CN(C)C(=O)c2cccc(S(=O)(=O)N3CCc4ccccc4C3)c2)cc1
    -0.4	-4	-5	3	-1	-0.1	-3	-14	i
[11] COc1cccc(NC(=O)C2CC(=O)N(Cc3ccco3)C2)c1 (centres undefined)
    -0.2	-5	12	0	-3	-0.7	0	-27	i
[12] CN(c1ccccc1)S(=O)(=O)c1nnc(NC(=O)c2ccco2)s1
    -0.5	-4	19	-3	-2	4.4	-4	-15	i
[13] Cc1ccc(NC(=O)C2CCC(C(C)(C)C)CC2)cc1S(=O)(=O)N1CCOCC1 (centres undefined)
    0.2	26	-12	2	-4	-0.1	0	-9	i
[14] C=CCc1ccc(OCC(O)CN2CCN(c3ccccc3OC)CC2)c(OC)c1 (centres undefined)
    -0.3	-4	-6	-1	1	2.2	0	2	i
[15] CC1(C)Cc2c(sc3c2c(=N)n(Cc2ccco2)c(=O)n3Cc2ccccc2)CO1
    0.0	7	8	2	-1	1.4	-2	-8	i
[16] CC(CCN1CCC(CN2C(=O)C(=O)NC[C@@H]2Cc2ccccc2)CC1)c1ccccc1 (some centres undefined)
    0.1	-6	12	0	-2	-1.2	-1	-3	i
[17] COc1ccc2c(C)cc(SCC(=O)Nc3cccnc3Cl)nc2c1
    -0.7	11	-12	-3	10	0.3	-8	-1	i
[18] C=CCn1c(SCC(=O)C(C)(C)C)nnc1-c1cccs1
    0.0	-8	-8	-1	3	1.3	-2	-2	i
[19] CCCN(CCC)CCCNC(=O)c1cc2c(=O)[nH]c3ccccc3c2n1C
    1.2	-5	-60	4	1	1.9	-2	-4	i
[20] CSc1cccc(NS(=O)(=O)c2cccs2)c1
    -0.5	1	-8	6	-1	-0.1	-1	2	i

Single values from above:
`C=CCn1c(SCC(=O)C(C)(C)C)nnc1-c1cccs1` in PABP1 MLLE inh is entered as -8
`COc1ccc(CC(=O)NCC(=O)N=Nc2c(O)[nH]c3ccccc23)cc1` in CSN deneddyl inh is entered as 1
`Cc1ccc(-c2nc3ccccc3o2)cc1NC(=S)NC(=O)c1cc2ccccc2o1` in Tb MetRS inh is entered as 0.2
`CNC(=O)c1ccc(CN(C)C(=O)c2cccc(S(=O)(=O)N3CCc4ccccc4C3)c2)cc1` in Tb MetRS inh is entered as -0.4

Further structures.
Values in the order – Tb MetRS inh	FAS-TE inh	PABP1 MLLE inh	Rin1-Abl PPI inh	CSN deneddyl inh	MsrA inh	bovine MsrA act	eLon inh	Neddylation inh
[21] CC(C)(C)S(=O)(=O)Cc1nc(-c2ccc(Cl)c(Cl)c2)cs1
    1.6	26	11	3	0	2.2	-10	0	i
[22] Cc1cccc(OCC(=O)Nc2ccc(NC(=O)c3ccccc3)cc2)c1
    -0.3	3	3	1	-6	-0.9	1	-2	i
[23] CCCS(=O)(=O)NC(=O)C1(C)CCCN(C(=O)c2cc(C)on2)C1 (centres undefined)
    -0.4	0	-11	0	0	-0.1	-2	-5	i
[24] Cc1cc(Br)ccc1NC(=O)CNC(=O)c1ccc(-n2cncn2)c([N+](=O)[O-])c1
    27*	1	1	0	0	0.7	-2	7	i
[25] O=C1c2cccnc2C(=O)N1Cc1cccs1
    0.2	-2	0	4	3	0.9	1	-11	i
[26] COc1cccc(NC(=O)CCCn2c(=S)[nH]c3ccccc3c2=O)c1
    -0.1	-2	-63	-3	4	-0.2	-4	2	i
[27] COc1cc(CC(=O)OCC(=O)c2ccc(F)cc2)cc(OC)c1OC
    0.0	-6	8	-3	-1	-0.1	-1	-4	i
[28] CN(C)S(=O)(=O)c1ccc(NC(=O)Cn2ccsc2=N)cc1
    0.1	-9	10	0	-2	1.6	-1	-1	i
[29] O=C(/C=C/c1ccc(OCCCF)cc1)NCc1cccc(Cl)c1
    -1.1	15	-11	1	0	1.3	0	-5	i
[30] COc1ccc(-c2nc(-c3ccccc3)no2)c(OC)c1
    -1.1	22	7	2	-6	0.1	-7	8	i
[31] COc1ccccc1N(CC(=O)Nc1ccc2c(c1)OCCO2)S(C)(=O)=O
    -1.0	-3	-3	0	0	-0.1	-3	-2	i
[32] O=[N+]([O-])c1ccc(N2CCOCC2)cc1
    0.0	-3	7	-2	1	0.8	-3	-5	i
[33] CN(c1ccccc1)S(=O)(=O)c1ccc2[nH]c(=O)[nH]c2c1
    -0.4	-2	7	3	1	14*	-4	-5	i
[34] C=CC[C@@H](CC(=O)N[C@@H](CO)Cc1ccccc1)C(=O)NCCOC(=O)[C@@H](CC=C)CC(=O)OC(C)(C)C
    -0.2	-9	-4	2	2	-0.1	2	-7	i
[35] COc1ccccc1CN(C)C(=O)c1cccc(S(=O)(=O)N2CCN(Cc3ccccc3)CC2)c1
    -0.6	18	0	0	-7	-1.4	-6	-1	i
[36] CN(C)C(CN=C1NS(=O)(=O)c2ccccc21)c1ccco1 (centres undefined)
    0.1	-3	-1	2	0	1.3	-1	-14	i
[37] CCC(c1nnnn1C(C)(C)CC)N(CCCO)Cc1cc2cc(C)cc(C)c2[nH]c1=O (centres undefined)
    -1.1	2	3	3	-3	0.1	-10	-10	i
[38] CS(=O)(=O)Nc1nnc(SCC(=O)N(c2ccccc2)c2ccccc2)s1
    -0.7	-8	-35	1	-1	-0.5	-8	-1	i
[39] NC(=O)CSc1nnc(NC(=O)C2CC(=O)N(c3ccc(F)cc3)C2)s1 (centres undefined)
    -0.5	-5	-46	-2	4	-1.0	-5	4	i
[40] COc1ccc(C(=O)N/N=C/c2ccc(OC(=O)c3cccs3)cc2)cc1
    -0.2	-3	11	3	6	-0.8	-3	9	i

4 of these compounds in another layout.
#21 CC(C)(C)S(=O)(=O)Cc1nc(-c2ccc(Cl)c(Cl)c2)cs1
#22 Cc1cccc(OCC(=O)Nc2ccc(NC(=O)c3ccccc3)cc2)c1
#23 CCCS(=O)(=O)NC(=O)C1(C)CCCN(C(=O)c2cc(C)on2)C1 (centres undefined)
#24 Cc1cc(Br)ccc1NC(=O)CNC(=O)c1ccc(-n2cncn2)c([N+](=O)[O-])c1
Compound	21	22	23	24
Tb MetRS inh	1.6	-0.3	-0.4	27*
FAS-TE inh	26	3	0	1
PABP1 MLLE inh	11	3	-11	1
Rin1-Abl PPI inh	3	1	0	0
CSN deneddyl inh	0	-6	0	0
MsrA inh	2.2	-0.9	-0.1	0.7
bovine MsrA act	-10	1	-2	-2
eLon inh	0	-2	-5	7
Neddylation inh	i	i	i	i

(list continues)
Values in the order – Tb MetRS inh	FAS-TE inh	PABP1 MLLE inh	Rin1-Abl PPI inh	CSN deneddyl inh	MsrA inh	bovine MsrA act	eLon inh	Neddylation inh
[41] CCOCCCNC(=O)CCc1ccc(-n2cnc3cccnc32)cc1
    -0.9	0	6	5	0	0.5	-9	-12	i
[42] CSc1nc(-c2ccc(N(C)C)cc2)c(C#N)c(=O)n1C
    -0.7	2	-19	-5	4	1.2	-7	-26	i
[43] CCc1nc(N2CCCCC2C(=O)O)c2oc3ccccc3c2n1 (centres undefined)
    -0.8	-4	6	-1	-7	1.5	-4	-3	i
[44] CCOc1ccc(NC(=O)COc2ccccc2C(=O)NCc2ccccc2)cc1
    -0.4	6	-18	4	3	0.1	-4	0	i
[45] CC1=NN(C(=O)c2ccccc2)C(O)(c2ccc(Br)cc2)C1 (centres undefined)
    -0.1	15	9	2	0	-0.1	-2	-1	i
[46] Cn1ncc(N=Cc2c(O)ccc3ccccc23)c1C(=O)N1CCOCC1
    0.1	-6	-30	-1	1	1.1	-2	-3	i
[47] Cc1ccc(-c2c3c(=O)n(C)c(=O)n(C)c3cn2CCCN2CCOCC2)cc1
    0.2	-4	4	-1	-2	1.9	4	-5	i
[48] CC(=O)c1ccc(NC(=O)c2sc3nc4n(c(=O)c3c2C)CCCCC4)cc1
    0.6	-43	-2	1	2	1.2	-2	-18	i
[49] CCn1c(C)nc2cc(S(=O)(=O)N3CCCC3)ccc21
    -0.9	-3	9	2	0	0.7	-2	-10	i
[50] CCC1CCC/C1=N\NC(=O)c1cc(C)[nH]n1 (centres undefined)
    0.1	-4	5	1	3	0.6	-1	-1	i
[51] Cc1cccc(CC(=O)NC2CCCCCC2)c1
    0.0	0	-4	0	-5	-0.6	-2	-6	i
[52] CCc1nc(SCC(=O)NCCc2ccccc2)c2c(=O)n(C)c(=O)n(C)c2n1
    -0.3	5	22	2	-5	0.8	-3	-1	i
[53] Cc1nc2cc3nc(C(F)(F)F)[nH]c3cc2[nH]1
    -0.2	-7	9	0	-16	-0.8	-1	-9	i
[54] O=C(Nc1ccc(Br)cc1)c1cc(-c2cccs2)on1
    -0.7	-3	-16	2	-3	1.6	-4	4	i
[55] N/C(=N\OC(=O)c1cccc2ccccc12)c1ccc(Br)cc1
    -0.5	10	4	-1	0	0.9	-1	1	i
[56] COc1ccc(/C=C/C(=O)c2c(O)cc(OC)cc2OC)cc1
    -0.1	13	-11	-2	8	0.8	-5	-2	i
[57] CN(C(=O)c1cccc(NC(=O)Cc2ccc(NC(=O)C3CCCN(C(=O)C4CC4)C3)cc2)c1)C1CC1 (centres undefined)
    -0.5	-8	-12	-3	2	-1.7	-5	-3	i
[58] c1ccc(Cn2nnnc2CN2CCCC2)cc1
    -0.7	-11	0	3	2	-0.8	-3	0	i
[59] CC(=O)c1cccc(NC(=O)Nc2cccnc2)c1
    0.6	-8	-8	1	1	2.2	-7	-3	i
[60] c1cc(-c2nnc3n2CCCCC3)ccn1
    -0.1	-4	-6	0	-1	-0.3	-1	-10	i
[61] CCOC(=O)c1cccc(NC(=O)c2cnccn2)c1
    -0.2	-2	4	2	-1	0.3	3	0	i

Rewritten in transposed form: two of the compounds above
31: COc1ccccc1N(CC(=O)Nc1ccc2c(c1)OCCO2)S(C)(=O)=O
32: O=[N+]([O-])c1ccc(N2CCOCC2)cc1

assay / compound,31,32
Tb MetRS inh,-1.0,0.0
FAS-TE inh,-3,-3
PABP1 MLLE inh,-3,7
Rin1-Abl PPI inh,0,-2
CSN deneddyl inh,0,1
MsrA inh,-0.1,0.8
bovine MsrA act,-3,-3
eLon inh,-2,-5
Neddylation inh,i,i

Source: PubChem BioAssay
